Screening results from PubChem.
14-3-3 PPI – 14-3-3 gamma protein interaction modulation. 0.19% of 160,000 active. FP, 14-3-3gamma / TMR-pS259-Raf peptide binding. AID 422. P61981. inhibition, % at 40 µM; in the data active = inhibition above about 30%;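 note: 0% = protein plus tracer without compound and 100% = blank with tracer alone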
Target sequence (P61981 whole entry, looked up): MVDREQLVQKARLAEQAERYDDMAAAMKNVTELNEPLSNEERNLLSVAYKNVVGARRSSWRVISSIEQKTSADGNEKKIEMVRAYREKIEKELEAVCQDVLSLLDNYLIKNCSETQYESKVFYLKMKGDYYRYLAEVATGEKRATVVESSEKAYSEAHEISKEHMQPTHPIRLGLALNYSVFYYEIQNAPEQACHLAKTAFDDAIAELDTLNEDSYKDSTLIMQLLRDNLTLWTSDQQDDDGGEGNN
* = called active by the depositor; & = joins results of further samples. The list is partial; count on the stated rates, not on these rows.

| structure | 14-3-3 PPI |
| --- | --- |
| CCCOc1cccc(C(=O)Nc2ccc3nn(-c4ccc(OC)cc4)nc3c2)c1 | -46 |
| O=C(Nc1c2c(nn1-c1ccc(Cl)cc1)CS(=O)(=O)C2)c1cccs1 | -16 |
| O=C(CSc1nc2ccccc2c(=O)n1C1CC1)c1ccc(F)cc1 | 7 |
| CCC(Cc1ccccc1)NC(=O)c1c[nH]c2ccc(S(=O)(=O)N3CCOCC3)cc2c1=O (stereo not given) | -2 |
| O=C(O)C1C2C=CC(O2)C1C(=O)Nc1ccc2c(c1)OCCO2 (stereo not given) | -7 |
| O=C(O)CCC(=O)Nc1ccc(-c2cn3ccccc3n2)cc1 | -1 |
| COc1ccc(Br)cc1CN1CCN(CC2CC3C=CC2C3)CC1 (stereo not given) | 5 |
| O=C(Nc1ccc(F)cc1)c1cc(S(=O)(=O)NCc2ccc(F)cc2)ccc1F | -7 |
| Cc1ccc(C)c(S(=O)(=O)N2CC(=O)Nc3ccccc32)c1 | 10&-2 |
| O=C(CN1CCN(c2ccccc2)CC1)Nc1c(C(=O)C2CC2)oc2ccccc12 | -12 |
| Cc1c(Nc2ncnc3c2cnn3-c2ccccc2)c(=O)n(-c2ccccc2)n1C | -1 |
| CCOc1nc(-c2ccc(OC)cc2)ccc1-c1noc(C)n1 | -18 |
| O=C(C1CC1)N1CCc2cc(S(=O)(=O)NCc3ccco3)ccc21 | 1 |
| Nc1nc2ccc(C(=O)NC3CCCCC3)cc2s1 | -11 |
| O=C(C1CCCN(S(=O)(=O)c2cnc[nH]2)C1)N1CCN(Cc2ccccc2)CC1 (stereo not given) | -4 |
| CCCOC(=O)C1=C(C)NC2=C(C(=O)CC(c3cccs3)C2)C1c1coc2ccccc2c1=O (stereo not given) | -1 |
| CC1CCCN(S(=O)(=O)c2cccc3nsnc23)C1 (stereo not given) | -8 |
| CN(C)CCn1c2c(c3ccccc31)CCCn1cnnc1-2 | 0 |
| CC1Cc2ccccc2N1C(=O)CSc1nc2ccccc2o1 (stereo not given) | -3 |
| CCOC(=O)N1CCN(C(=O)c2cccn3c(=O)c4sccc4nc23)CC1 | -7 |
| Cc1nc2sc3c(c2c(=O)o1)CC(C)(C)OC3 | -1 |
| O=C(c1ccc(=O)[nH]c1)N(Cc1cccs1)C1(C(=O)NC2CCCC2)CCCCC1 | -5 |
| O=C(NC1CS(=O)(=O)CC1Cl)c1ccco1 (stereo not given) | 7 |
| CCOC(=O)Cc1c(C)c2c(C)nn(-c3ccccc3)c2oc1=O | -2&-4 |
| COc1cc(C(=O)Nc2ccc(-c3nc4cc(C(C)C)ccc4o3)cc2)cc(OC)c1OC | -8 |
| O=C(CSc1nc2ccccc2c(=O)n1Cc1ccc2c(c1)OCO2)NC1CCCCC1 | -8 |
| CC(C)(C)c1ccc(S(=O)(=O)Nc2cc(Br)c3oc4c(c3c2)C(=O)CCC4)cc1 | -7 |
| COC(=O)c1ccc(OC(=O)c2ccncc2)cc1O | 6 |
| Cn1c(=O)cc(OCCCC(=O)N2CCN(c3ccccn3)CC2)c2ccccc21 | -4 |
| CCOc1cc2[nH]c(=S)n(CCc3ccc(C)cc3)c(=O)c2cc1OCC | -10 |
| CC(=O)Oc1ccc(N2C(=O)c3ccc(-c4nc5ccccc5c(=O)o4)cc3C2=O)cc1 | 2 |
| CCCn1c(=O)c2c(ncn2C)n(CCC)c1=O | -3 |
| Cc1ccccc1-c1oc(C)c(C)[n+]1[O-] | -8 |
| Cc1cc2nc(Sc3c([N+](=O)[O-])nc(C)n3Cc3ccccc3)[nH]c2cc1C | 2 |
| COc1ccc(N2C(=O)C(Cl)=C(N(CCO)Cc3ccccc3)C2=O)cc1 | 3 |
| CCOc1ccc(C(C)(C)C)cc1S(=O)(=O)N1CC(C)OC(C)C1 (stereo not given) | 0 |
| O=C(CSc1nc2ccsc2c(=O)n1CC1CCC(C(=O)O)CC1)c1ccc(Br)cc1 (stereo not given) | -11 |
| CC(C)(C)C1CCc2c(sc(NC(=O)c3ccccc3F)c2C(=O)O)C1 (stereo not given) | -10 |
| CCCCOC(=O)C1=C(C)NC2=C(C(=O)CCC2)C1c1ccc(Br)cc1 (stereo not given) | 9 |
| O=C(COc1ccc(S(=O)(=O)NC2CCCCC2)cc1)NCC1CCCO1 (stereo not given) | -1 |
| CCCC12CN3CC(CCC)(CN(C1)C3c1cccs1)C2=O (stereo not given) | -4 |
| COc1ccc(Oc2nc3c(c(=O)n(C)c(=O)n3C)n2Cc2ccccc2Br)cc1 | -2 |
| CC(C)OCCCNC(=O)c1ccc(NS(C)(=O)=O)cc1 | -5 |
| Cc1cc(I)cc2c1NC(c1cccc3ccccc13)C1CC=CC21 (stereo not given) | -77 |
| O=C(c1cc2n(n1)C(C(F)(F)F)CC(c1cccs1)N2)N1CCN(C(c2ccccc2)c2ccccc2)CC1 (stereo not given) | 1 |
| COc1cc(SC)ccc1C(=O)Nc1ccc(S(=O)(=O)N2CCCC2)cc1 | 1 |
| COc1ccc(C(=O)Nc2ccc3nc(N4CCN(C)CC4)cc(C)c3c2)c(OC)c1 | -10 |
| CC1CCN(S(=O)(=O)c2ccc3nc(-c4ccccn4)cc(C(=O)NCc4ccc5c(c4)OCO5)c3c2)CC1 | -19 |
| COC(=O)c1ccccc1NC1=CC(=NS(=O)(=O)c2ccc(C(C)C)cc2)c2ccccc2C1=O | -37 |
| Nc1ccc(Oc2ccc(Br)cc2)cc1 | 0 |
| COc1cccc(CNC(=O)c2ccc3nc4ccc(Cl)cc4c(=O)n3c2)c1 | -6 |
| COc1ccc(CNC(=O)c2ccc(-n3c(=S)[nH]c4ccccc4c3=O)cc2)cc1 | -6 |
| CCNc1nc(N)c(C(=O)c2ccc(Cl)s2)s1 | -9 |
| COc1ccc(-c2nn(C)c3sc(C(=O)N4CCCCC4C)cc23)cc1OC (stereo not given) | -11 |
| CCN1CCCC1CNC(=O)c1cn(CC)c2ccc(S(=O)(=O)N3CCCCCC3)cc2c1=O (stereo not given) | -1 |
| Cc1ccc2nc(NC(=O)c3ccc(S(=O)(=O)N(C)C)cc3)sc2c1 | 3 |
| Cc1cc(C)c2c(c1)NC(=O)C2(O)CC(=O)c1cccs1 (stereo not given) | 1 |
| COc1ccc(C(=O)NCc2nnc(SCC(=O)N3CCC(C)CC3)o2)cc1OC | 0 |
| CCOC(=O)C1C(=O)N(C(=O)c2cncc(Br)c2)CC1c1ccccc1 (stereo not given) | 6 |
| CCCOC(=O)C1=C(C)NC2=C(C(=O)C(C(=O)OC)C(C)C2)C1c1ccc2c(c1)OCO2 (stereo not given) | -10 |

Next compounds follow:
mol,14-3-3 PPI
Cc1ccc2nc(-c3ccsc3)c(Nc3ccc(C(C)C)cc3)n2c1,0
C=CCOc1ccc(/C=C/C(C)=N\O)cc1,1
COc1ccc(S(=O)(=O)NCc2ccc(C(=O)NCc3ccccn3)cc2)cc1,13
Cc1cc(C(=O)Nc2ccccc2C#N)n(-c2ccccc2)n1,-11
CCCOC(=O)C1=C(C)NC2=C(C(=O)CCC2)C1c1ccc(OCc2ccccc2)c(OC)c1 (stereo not given),-3
O=S(=O)(O)c1nnc2sc3ccccc3n12,1
CC1(C)Cc2c(c(N3CCCCC3)nc3sc(C#N)c(N)c23)CO1,7
COC(=O)c1sccc1NC(=O)c1cnccn1,-127
Nc1nnc(CSCc2ccccc2)s1,0
Cc1ccc(C2=NN(CC(=O)NCCN3C(C)CCCC3C)C(=O)CC2)cc1 (stereo not given),-18
CC(C)CN(C(=O)CSc1nnc2c(Cl)cc(C(F)(F)F)cn12)C1CCS(=O)(=O)C1 (stereo not given),-5
NS(=O)(=O)c1cc2c(cc1Cl)NC(C(Cl)Cl)NS2(=O)=O (stereo not given),-11
O=c1c2ccccc2nc(-c2ccc(Cl)cc2)n1CCCCOc1ccc(F)cc1,-6
CCC(NS(=O)(=O)c1ccc(C)cc1)C(=O)N1CCc2ccccc21 (stereo not given),16
COc1cc(C2C3=C(Nc4c2c(=O)n(C)c(=O)n4C)c2ccccc2C3=O)cc(OC)c1OC (stereo not given),-5
O=C(Nc1ccccc1C(=O)NCCO)c1ccccc1Cl,1
Cc1ccc(-n2nc3cc(Cl)c(NC(=O)c4ccco4)cc3n2)cc1,9
Cc1cccc(OCCc2nnc(N)s2)c1C,1
O=c1c2sccc2nc(SCc2ccc([N+](=O)[O-])cc2)n1CCc1ccccc1,0
CC1=C(C(=O)OCCc2ccccc2)C(c2ccc(Cl)cc2)NC(=O)N1C (stereo not given),4
CC[C@@H](C)[C@H]1O[C@]2(CC[C@@H]1C)C[C@@H]1C[C@@H](C/C=C(\C)[C@@H](O[C@H]3C[C@H](OC)[C@@H](O[C@H]4C[C@H](OC)[C@@H](O)[C@H](C)O4)[C@H](C)O3)[C@@H](C)/C=C/C=C3\CO[C@@H]4[C@H](O)C(C)=C[C@@H](C(=O)O1)[C@]34O)O2,0
O=C(CSc1nc2ccccc2o1)c1ccc(-c2ccccc2)cc1,-13
N#CCN1CCN(CCC(=O)Nc2ccc(OC(F)(F)F)cc2)CC1,-1
CN(C)Cc1c(O)ccc2occ(C(O)c3ccccc3)c12 (stereo not given),-1
O=c1c(-c2ccccc2)c(O)c2cccc3c2n1CCC3,-4
CC(=O)c1ccc(NC(=O)CSc2nc3ccc(N=Cc4ccc(F)cc4)cc3s2)cc1,-3
CCOc1ccc(OCc2cccc(C(=O)O)c2)cc1,-3
O=C(Nc1nccs1)c1cc2ccccc2o1,-7
COC(=O)C1=C(C)Nc2ncnn2C1c1ccc(OC(=O)c2ccccc2)cc1 (stereo not given),0&-7
O=C(Nc1ccc(F)cc1)C1CC(=O)N(Cc2ccccc2)C(=Nc2ccc(Cl)cc2)S1 (stereo not given),10
C=CCC(NCCCO)c1cccc(OC)c1OC (stereo not given),0
Cc1nc2ncnn2c(C)c1CCC(=O)N1CCOCC1,-12
COCCn1c(=S)[nH]c2cc(C(=O)Nc3cc(OC)c(OC)c(OC)c3)ccc2c1=O,1
CCOC(=O)C1C2C=CC3(CN(c4ccc(OC)cc4)C(=O)C13)O2 (stereo not given),-7
O=C(O)C1C2CCC(O2)C1C(=O)Nc1cccnc1 (stereo not given),4
O=C(Cn1c(=S)[nH]c2ncccc2c1=O)NCCc1c[nH]c2ccccc12,-8
COc1cccc(CSc2ccc(S(=O)(=O)N3CCOCC3)cc2C(=O)N2CCC(C)CC2)c1OC,-7
COc1ccc(C)cc1S(=O)(=O)Nc1ccc(OC(F)(F)Cl)cc1,3
COc1ccc(N2C(=O)C3CCCN3C2c2ccc(C)o2)cc1Cl (stereo not given),-25
CCOc1ccc(C(=O)Nc2ccc(-c3nc4ccccc4[nH]3)cc2)cc1Cl,-25
Cc1cc(NC(=O)Cn2c(=O)n(Cc3ccco3)c(=O)c3cc(Cl)ccc32)n[nH]1,-2
CCCn1nnnc1SCC(=O)c1ccc(NC(C)=O)cc1,-5
CN(C)CCCNCCCCNC(=O)/C=N/O,-1
NC(=O)CSc1oc(-c2ccccc2)nc1S(=O)(=O)c1ccc(Br)cc1,-68
NC(CC(=O)O)c1ccc(Cl)cc1 (stereo not given),3

In a second layout: entries from further up.
smiles: COc1cccc(CSc2ccc(S(=O)(=O)N3CCOCC3)cc2C(=O)N2CCC(C)CC2)c1OC
  14-3-3 PPI: -7
smiles: O=C(O)C1C2CCC(O2)C1C(=O)Nc1cccnc1 (stereo not given)
  14-3-3 PPI: 4
smiles: COCCn1c(=S)[nH]c2cc(C(=O)Nc3cc(OC)c(OC)c(OC)c3)ccc2c1=O
  14-3-3 PPI: 1
smiles: COc1ccc(N2C(=O)C3CCCN3C2c2ccc(C)o2)cc1Cl (stereo not given)
  14-3-3 PPI: -25

Continuation.
mol,14-3-3 PPI
O=C(O)c1ccccc1SCc1ccc2c(c1)OCO2,-3
CN1/C(=C\P(=O)(N(C)C)N(C)C)C(C)(C)c2ccccc21,-109
COc1ccc(Cc2nnc(SCC(=O)Nc3ccccc3F)o2)cc1,0
Cc1ccc(S(=O)(=O)NC2=NCN(C3CCCCC3)CN2)cc1,1&0
Cc1ccc2c(c1)C(C)CC(C)(C)N2C(=O)NC1CCCCC1 (stereo not given),-2
Cc1cc(N2C(=O)C(=O)/C(=C(/O)c3ccc(F)cc3)C2c2ccc(F)cc2)no1 (stereo not given),-1
CCCn1c(=O)c2ccccc2n2c(SCC(=O)c3ccc(F)cc3)nnc12,4
O=C(Nc1cccc(NC(=O)c2cccc(Cl)c2)c1)c1ccc(-c2ccccc2)cc1,0
COC(=O)c1cc(-c2ccc(OC)cc2)no1,3
CCOC(=O)CC(=O)Nc1ccc(Br)cc1C(=O)O,-3
O=C(O)C1CCCN1C(=O)Oc1ccccc1 (stereo not given),0
O=C(CC1(O)C(=O)N(Cc2ccc3c(c2)OCO3)c2ccccc21)c1ccccc1 (stereo not given),3
CC(C)(C)C(=O)Nc1c2c(nc3c1CCC3)CCCC2,-3
CCC(C)NC(=O)C1CC(=O)N(CCc2ccccc2)C1 (stereo not given),-4
O=C1CN(S(=O)(=O)c2ccc(F)cc2)CC(=O)N1CCc1ccccc1,-6&-16
CCOCCCNC(=O)C(c1ccccc1)N1CCOCC1 (stereo not given),-4
CCOCCCNS(=O)(=O)c1ccc2c(c1)OCCO2,-3
CC(=O)c1c(C)oc2c1cc(NS(=O)(=O)c1ccc3ccccc3c1)c1ccccc12,-78
Cc1ccc(Sc2c(C)nn(C(C)(C)C)c2OC(=O)CC(C)C)cc1,-19
COc1ccccc1Cc1noc(-c2cc(Cl)ccc2OC)n1,7
CCOC(=O)c1cccc(NC(=O)CN2CCN(c3ccc(OC)cc3)CC2)c1,-2
CC1=C(C(=O)OC(C)C)C(c2ccc(OCC(N)=O)cc2)NC(=S)N1 (stereo not given),-7
COc1ccc(C2NCCc3cc(OC)c(OC)cc32)cc1OC (stereo not given),-8

Individual results from the list:
COc1ccc(C2NCCc3cc(OC)c(OC)cc32)cc1OC (stereo not given) in 14-3-3 PPI = -8
Cc1ccc(Sc2c(C)nn(C(C)(C)C)c2OC(=O)CC(C)C)cc1 in 14-3-3 PPI = -19

6 entries out of the list, arranged by count of non-hydrogen atoms, ascending.
mol,14-3-3 PPI
CCOCCCNS(=O)(=O)c1ccc2c(c1)OCCO2,-3
COc1ccccc1Cc1noc(-c2cc(Cl)ccc2OC)n1,7
COc1ccc(C2NCCc3cc(OC)c(OC)cc32)cc1OC (stereo not given),-8
Cc1ccc(Sc2c(C)nn(C(C)(C)C)c2OC(=O)CC(C)C)cc1,-19
CCOC(=O)c1cccc(NC(=O)CN2CCN(c3ccc(OC)cc3)CC2)c1,-2
CC(=O)c1c(C)oc2c1cc(NS(=O)(=O)c1ccc3ccccc3c1)c1ccccc12,-78
